# OXTR ag = agonists of human oxytocin receptor; hit rate 0.32% among 320,000; CHO-OTR cells, Fluo-8 calcium fluorescence; normalized: DMSO 0%, oxytocin 100%; activation, % at 3 µM;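 active = activation above the mean of all tested compounds plus 3 SD, cutoff set per screening run, cut at about 20% in these data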;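 note: peak over basal fluorescence ratio from a 100 s FLIPR kinetic read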
# M1 antag = blocks human M1 muscarinic receptor; P11229; CHO-K1 hM1, Fluo-8 calcium fluorescence, ACh EC80 antagonist; inhibition, % at 3 µM; hit rate 1.3% among 360,000; AID 588852;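 active = percent inhibition above its own plate's cutoff, namely the mean of that plate's compound wells plus 3 SD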;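 note: peak over basal fluorescence ratio during 140 s after agonist addition; 0% = ACh EC80 plus DMSO and 100% = DMSO alone without agonist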
# Target sequence (P11229 whole entry, looked up): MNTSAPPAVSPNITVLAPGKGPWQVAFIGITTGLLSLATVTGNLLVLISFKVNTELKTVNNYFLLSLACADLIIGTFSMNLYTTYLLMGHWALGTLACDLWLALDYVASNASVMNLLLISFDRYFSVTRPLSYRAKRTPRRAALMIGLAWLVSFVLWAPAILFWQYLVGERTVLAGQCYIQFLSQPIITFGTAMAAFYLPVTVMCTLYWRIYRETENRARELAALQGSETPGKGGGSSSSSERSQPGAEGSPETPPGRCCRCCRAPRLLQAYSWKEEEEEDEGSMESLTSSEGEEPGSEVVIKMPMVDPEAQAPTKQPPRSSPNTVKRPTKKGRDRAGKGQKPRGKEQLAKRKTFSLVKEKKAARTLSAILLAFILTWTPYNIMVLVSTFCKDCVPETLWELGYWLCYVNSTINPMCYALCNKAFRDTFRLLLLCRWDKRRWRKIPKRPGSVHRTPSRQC
# V1R ag counter = counter-screen for oxytocin receptor agonists: human V1a receptor agonists | activation, % at 3 µM | AID 2797 | P37288 | hit rate 0.25% among 320,000 | CHO-V1R cells, Fluo-8 calcium fluorescence, agonist mode; 0% DMSO, 100% 3 nM vasopressin;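 active = activation above the mean activation of all tested compounds plus 3 SD, per screening run, cut at about 20% in these data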;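 note: signal is peak over basal fluorescence ratio across a 100 second FLIPR read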
# Target sequence (P37288 whole entry, looked up): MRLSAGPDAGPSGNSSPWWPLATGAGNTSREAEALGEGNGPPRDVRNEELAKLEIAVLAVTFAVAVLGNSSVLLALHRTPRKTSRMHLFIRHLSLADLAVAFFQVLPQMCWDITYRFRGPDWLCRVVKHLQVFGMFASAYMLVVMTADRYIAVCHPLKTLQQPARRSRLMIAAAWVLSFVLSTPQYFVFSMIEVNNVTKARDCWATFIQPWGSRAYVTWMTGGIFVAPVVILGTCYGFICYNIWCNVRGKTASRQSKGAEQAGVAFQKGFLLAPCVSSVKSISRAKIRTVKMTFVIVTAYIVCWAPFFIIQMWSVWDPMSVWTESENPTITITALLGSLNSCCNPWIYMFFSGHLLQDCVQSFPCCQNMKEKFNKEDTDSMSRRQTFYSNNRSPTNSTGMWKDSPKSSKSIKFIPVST
# TAAR1 agonist = agonists of human TAAR1 | Q96RJ0 | hit rate 0.99% among 360,000 | CHO RD-HGA16 TAAR1, Fluo-8 calcium fluorescence; vehicle wells 0%, saturating PEA agonist 100% | activation, % at 3 µM;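 active = activation above the mean activation of all test compounds in the run plus 3 SD, cut at about 38% in these data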
#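 Benchmarks: low control DMSO, high control PEA (EC100); System: CHO RD-HGA16 cells carrying human TAAR1 plus Gα16; Detection: Fluo-8 fluorescence, 5 s baseline then 140 s kinetic read; Schedule: 17-24 h plating, Fluo-8 75 min 37 °C, 30 min RT; Read-out basis: % activation from peak over basal fluorescence ratio, DMSO-to-PEA scaled.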
# M1 PAM = human CHRM1 positive allosteric modulation; P11229; CHO-K1 hM1, Fluo-8 calcium fluorescence, ACh EC20; 0% = ACh EC20, 100% = maximal ACh; activation, % at 3 µM; hit rate 0.088% among 360,000; in the data active = activation above about 19%, passing the limit was not always enough
# M1 ag = agonists of human M1 muscarinic receptor. P11229. hit rate 0.33% among 360,000. CHO-K1 hM1, Fluo-8 calcium fluorescence, agonist mode; 0% DMSO, 100% acetylcholine EC100. activation, % at 3 µM;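 active = activation above the run's mean compound activation plus 3 SD, cut at about 16% in these data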;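 note: peak over basal fluorescence ratio within a 140 s kinetic read after compound addition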
# OXTR potentiate = potentiates the human oxytocin receptor response | P30559 | CHO-OTR cells, Fluo-8 calcium fluorescence, potentiator mode; 0% = oxytocin EC15, 100% = EC100 | activation, % at 3 µM | hit rate 0.061% among 320,000 | AID 2445;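 active = activation above that plate's cutoff, the mean activation of tested compounds plus 3 SD, cut at about 6.6% in these data, passing the limit was not always enough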;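 note: 100% uses oxytocin at 75 nM as the full agonist control; some results filed as inactive read as strong as hits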
#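 System: human OTR in CHO cells; Also added: sub-maximal oxytocin, roughly EC15; Timing: compound 6 min at room temperature before oxytocin, 100 s read; Technique: Fluo-8 intracellular calcium fluorescence, ex 470-495, em 515-575 nm; Controls: oxytocin EC15 low and EC100 high; Replication: singlicate.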
# TAAR1 antagonist = human TAAR1 antagonism | CHO RD-HGA16 TAAR1, Fluo-8 calcium fluorescence, antagonist | inhibition, % at 3 µM | hit rate 1.5% among 360,000 | AID 624466;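 active = inhibition above a per-plate cutoff, the mean inhibition of test compounds on that plate plus 3 SD, cut at about 49% in these data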;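 note: 0% = DMSO plus EC80 beta-PEA response and 100% = DMSO alone without agonist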
#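 Test system: hTAAR1-expressing CHO RD-HGA16 cells, Gα16-coupled; Probe or stimulus: EC80 β-phenethylamine stimulus; Compound dosing: single nominal final test compound concentration of 3 µM; Timing: 140 s kinetic read after compound, 140 s after agonist; Signal: Fluo-8 calcium-sensitive fluorescence; Measure: % inhibition of agonist calcium response; Controls: DMSO and EC80 PEA controls.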
# CHO parental Ca = signal in parental CHO cells, OX1R antagonist counter-screen; parental CHO-K1, ATP-induced calcium, Fluo-8 fluorescence; inhibition, % at 5.6 µM; hit rate 0.63% among 330,000; AID 463079;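 active = inhibition above that plate's mean sample inhibition plus 3 SD, cut at about 26% in these data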;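 note: 0% = ATP-challenged DMSO wells and 100% = DMSO wells without ATP; some compounds past the cut are filed as inactive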
#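 Test system: untransfected parental CHO cell line; also added: ATP stimulus; dosing: 5.6 µM, single dose; signal: calcium-sensitive Fluo-8 fluorescence; measure: percent inhibition of ATP-evoked calcium rise, normalized to controls; benchmarks: low control ATP plus DMSO, high control DMSO only; replication: one well per compound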
# * = called active by the depositor; · = not tested or not shown. Rows were taken by chance. Share with any hit: about 3.7%.
SMILES,OXTR ag,M1 antag,V1R ag counter,TAAR1 agonist,M1 PAM,M1 ag,OXTR potentiate,TAAR1 antagonist,CHO parental Ca
COc1ccc(CCNC(=O)C2COc3ccccc3O2)cc1OC (stereo not drawn),·,-17,·,1,10,1,·,-14,·
O=C(NNC(=O)c1ccc([N+](=O)[O-])cc1Cl)c1ccncc1,2.6,-4,1.3,0,4,-6,-8,-10,-6
OC(CN1CCN(Cc2ccc3c(c2)OCO3)CC1)c1c[nH]c2ccccc12 (stereo not drawn),·,-21,·,3,3,-3,·,2,·
Cc1cc(OC(=O)c2c(F)cc(F)cc2F)nc(C)n1,0.3,-2,-0.3,7,8,-8,-11,-3,-3
COc1cc(C(=O)OCC(=O)Nc2ccc(C)cc2)cc(OC)c1OC,-0.5,-13,0.4,1,14,-1,-7,-10,-10
CCOC(=O)Cn1cnc2c(nnn2-c2ccccc2)c1=O,0.1,10,-0.4,·,-1,-4,0,·,-4
COc1ccccc1CNC(=O)[C@H](Cc1c[nH]c2ccccc12)NC(=O)[C@@H]1Cc2ccccc2CN1,5.4,2,4.9,10,-8,-3,-8,26,-2
Cc1ccc(C)c(N2CCN(CC3CCCCC3)CC2)c1,-2.7,8,-0.4,9,-11,1,5,-24,-10
CCOc1ccc(NC(=O)C(c2ccccn2)N(C(=O)CCl)c2ccc(F)cc2)cc1 (stereo not drawn),-0.1,-5,-0.1,·,10,-4,-4,·,-10
CCn1c(SCCC(=O)Nc2ccccc2)nnc1-c1ccc(OC)cc1,0.1,-7,0.4,4,8,-3,-13,2,-12
Cc1ccc(N2CCN(C(=S)c3ccc(-c4cccc([N+](=O)[O-])c4)o3)CC2)cc1,0.3,-5,0.0,0,-1,-6,-8,9,0
Nc1ccc2nc(SCc3cccc(F)c3)sc2c1,1.2,-7,-0.2,14,5,-6,0,4,-5
O=C(COC(=O)c1cccnc1Cl)Nc1cc(S(=O)(=O)N2CCCCC2)ccc1Cl,5.9,13,5.0,5,-13,-4,-12,-3,-22
COc1ccc(CN(C)CCCn2cnc3c(OC)ncnc32)cc1OC,·,-14,·,5,7,-6,·,-21,·
CC(=O)Nc1ccc(NC(=O)C(c2ccccc2)c2ccccc2)cc1,1.3,-12,7.5,11,8,-1,-7,-15,10
Cc1c(C(=O)Nc2nccs2)oc2ccc(Br)cc12,1.7,-3,0.4,-1,15,6,8,4,-11
O=C(Cc1coc2cc(O)ccc12)N1CCN(S(=O)(=O)c2ccc(Br)cc2)CC1,·,-5,·,9,8,9,·,-9,·
CC[n+]1ccc(C)c2cc(SC(F)(F)F)ccc21,-0.5,0,-1.3,·,5,-11,-5,·,-7
Cc1cccc(C(=O)OCC(=O)c2c(N)n(CC(C)C)c(=O)n(C)c2=O)c1[N+](=O)[O-],15,3,12,10,-3,4,-18,39,3
COc1ccc2c(c1OC)C(=O)N(c1ccc(C)cc1)C2=O,1.1,-5,-0.4,2,7,-2,-3,-6,-6
COc1ccc(NC(=O)CCSc2nnc(C)s2)cc1,0.8,-6,0.6,7,10,-3,-9,3,-12
CCOC(=O)C1=CC[C@@H](c2ccccc2)N(S(=O)(=O)c2ccc(C)cc2)[C@H]1C#N,·,-2,·,7,10,-7,·,5,·
Fc1ccccc1Oc1nc(-c2ccncc2)nc2ccccc12,-3.2,-4,-0.3,4,3,-5,-2,-9,-23
O=C1CC2(CCN(S(=O)(=O)c3ccccc3)CC2)Oc2ccccc21,-2.4,-10,-0.7,-2,8,-1,-10,24,-12
COc1ccc2oc(-c3ccncc3)cc(=O)c2c1,·,4,·,-1,-1,-5,·,-19,·

# Six of these compounds in a different format:
SMILES	OXTR ag	M1 antag	V1R ag counter	TAAR1 agonist	M1 PAM	M1 ag	OXTR potentiate	TAAR1 antagonist	CHO parental Ca
COc1ccc2c(c1OC)C(=O)N(c1ccc(C)cc1)C2=O	1.1	-5	-0.4	2	7	-2	-3	-6	-6
Cc1cccc(C(=O)OCC(=O)c2c(N)n(CC(C)C)c(=O)n(C)c2=O)c1[N+](=O)[O-]	15	3	12	10	-3	4	-18	39	3
COc1ccc(CN(C)CCCn2cnc3c(OC)ncnc32)cc1OC	·	-14	·	5	7	-6	·	-21	·
COc1ccc(CCNC(=O)C2COc3ccccc3O2)cc1OC (stereo not drawn)	·	-17	·	1	10	1	·	-14	·
CCOc1ccc(NC(=O)C(c2ccccn2)N(C(=O)CCl)c2ccc(F)cc2)cc1 (stereo not drawn)	-0.1	-5	-0.1	·	10	-4	-4	·	-10
O=C(COC(=O)c1cccnc1Cl)Nc1cc(S(=O)(=O)N2CCCCC2)ccc1Cl	5.9	13	5.0	5	-13	-4	-12	-3	-22

# Shown as tab-separated lines: 2 of the compounds above
SMILES	OXTR ag	M1 antag	V1R ag counter	TAAR1 agonist	M1 PAM	M1 ag	OXTR potentiate	TAAR1 antagonist	CHO parental Ca
COc1ccc(CN(C)CCCn2cnc3c(OC)ncnc32)cc1OC	·	-14	·	5	7	-6	·	-21	·
CC(=O)Nc1ccc(NC(=O)C(c2ccccc2)c2ccccc2)cc1	1.3	-12	7.5	11	8	-1	-7	-15	10

# Next section:
SMILES,OXTR ag,M1 antag,V1R ag counter,TAAR1 agonist,M1 PAM,M1 ag,OXTR potentiate,TAAR1 antagonist,CHO parental Ca
CC(C)(C)c1cc(C(=O)N/N=C/c2ccc(O)cc2)n(-c2ccccc2)n1,-1.0,2,0.3,4,2,-5,4,-2,-16
Cc1ccc(-n2c(CCc3ccccc3)nnc2SCC(=O)NCc2ccccc2)cc1C,-1.4,0,0.8,3,2,-3,-18,16,-14
Nc1c(-c2ccc(F)cc2)cnn1C1CCS(=O)(=O)C1 (stereo not drawn),-0.7,8,0.7,0,3,-1,-9,-9,-9
Cc1ccc(N(CN2C(=O)C3CC=CCC3C2=O)C(=O)c2ccco2)cc1Cl (stereo not drawn),-1.4,-7,1.1,5,5,-4,-19,-2,-22
O=C(Nc1cccc(-c2nnc(-c3ccccc3)o2)c1)c1ccc(Br)o1,1.7,18,1.1,6,-10,6,-11,18,-11
Cc1ccc(NC(=O)c2cccc(S(=O)(=O)N(C)c3ccccc3)c2)cc1S(=O)(=O)N1CCOCC1,0.6,13,4.5,10,-15,-6,-11,48,9
COc1ccc(C(C(=O)NC2CCCC2)N(CCCO)C(=O)Cn2nnc(-c3ccc(C)o3)n2)cc1 (stereo not drawn),0.2,-8,-0.1,-4,7,-4,-5,-1,-14
Cc1cccc(NC(=S)NC(NC(=O)OCc2ccccc2)C(Cl)(Cl)Cl)c1 (stereo not drawn),7.9,20,11,11,-12,0,-14,22,5
COC(=O)Cn1c(=NC(=O)CSCC(=O)Nc2cc(C)on2)sc2cc(C(=O)OC)ccc21,0.0,-6,0.6,3,8,-2,-1,-22,-5
CNC(=S)NNc1nc(C)cc(C)n1,2.0,-16,0.4,1,16,0,3,-18,-4
COc1cccc(CN(Cc2ccco2)C(c2ccc(F)cc2)c2nnnn2C(C)(C)C)c1 (stereo not drawn),-0.5,4,0.5,0,1,-4,-24,5,19
Cc1ccccc1N1CC(C(=O)Nc2ccc(S(=O)(=O)N3CCCC3)cc2)CC1=O (stereo not drawn),1.7,-5,2.5,5,3,-3,-8,-5,-10
Cc1cc(Cl)ccc1NNC(=O)CCc1ccccc1,-0.6,-6,0.9,2,7,-4,-2,-10,-2
O=C(Nc1ccccc1)Nc1ccccn1,-0.3,-3,-0.6,11,1,-5,2,-2,-4
COc1ccc(OC)c(/C=N/n2c(C)nc3ccccc3c2=O)c1,-0.2,-12,-0.5,2,8,-3,1,9,-12
Nc1cccc(Oc2cnccn2)c1,0.1,-5,1.2,0,4,-5,-7,-4,3
CC(C)OC(=O)c1nnc(-c2ccccc2)nc1OC(C)C,-2.3,-9,-1.4,4,3,-5,-7,6,-12
CS(=O)(=O)c1ccc(Cl)c(NC(=O)Cc2ccccc2F)c1,-1.2,5,-1.3,-1,-2,-5,-5,5,-9
CCOC(=O)/C(=C/C=C1\Sc2cc(C)c(C)cc2N1CC)C(C)=O,·,33*,·,378*,-16,51*,·,107*,·
O=C(COc1ccc2c3c(c(=O)oc2c1)CCC3)NCCN1CCOCC1,-0.4,4,0.0,1,-1,-2,0,-8,-14
O=C(Nc1nnc(-c2ccncc2)o1)c1ccc2ccccc2c1,0.3,-12,1.1,3,14,1,-6,-14,7
COc1ccc2cc(C(c3nnnn3C3CCCCC3)N3CCCCCC3)c3nnnn3c2c1 (stereo not drawn),0.5,-13,1.1,0,9,3,-6,7,-11
O=C(NCCNS(=O)(=O)c1ccccc1Cl)c1cc(OCC(F)(F)F)ccc1OCC(F)(F)F,-2.7,-3,0.5,6,3,-1,-15,22,-23
O=S(=O)(c1ccc2ccccc2c1)N1CCN(Cc2ccccn2)CC1,0.7,-8,1.3,-2,8,-8,-13,20,3
O=C(COC(=O)C1(c2ccccc2)CC1)NNC(=O)c1ccccc1,0.0,-6,0.1,4,-2,-2,-4,-29,-7
# The listing continues.
SMILES,OXTR ag,M1 antag,V1R ag counter,TAAR1 agonist,M1 PAM,M1 ag,OXTR potentiate,TAAR1 antagonist,CHO parental Ca
O=C(CC(NS(=O)(=O)c1ccc(Cl)cc1)c1ccco1)N1CCc2ccccc21 (stereo not drawn),-0.6,-4,0.7,0,6,-4,-6,-3,-14
CC1CCN(Cc2cc(=O)oc3cc4c(cc23)CCCC4)CC1,-2.1,6,-0.2,-1,-4,-1,-8,-18,-5
COc1ccc(/C=C(/NC(=O)c2ccc(C)cc2)C(=O)NCC2CCCO2)cc1 (stereo not drawn),-0.7,-2,-0.3,0,8,-2,-2,14,-1
CC(=O)CCC(=O)OCC(=O)c1ccc(C(F)(F)F)cc1,-0.5,-19,0.4,9,21,-1,3,2,-2
CN=C1SC(CC(=O)Nc2c(C)cccc2C)C(=O)N1/N=C/c1cccs1 (stereo not drawn),2.9,0,2.1,2,5,-7,3,1,-34
Cn1cccc1C(=O)NCc1ccc(Cl)cc1,0.8,-7,0.3,2,9,-8,4,-3,-14

# As entered above:
# Result for CC(=O)CCC(=O)OCC(=O)c1ccc(C(F)(F)F)cc1 under TAAR1 agonist: 9
# Result for COc1ccc(/C=C(/NC(=O)c2ccc(C)cc2)C(=O)NCC2CCCO2)cc1 (stereo not drawn) under CHO parental Ca: -1

# Bioassay records from PubChem BioAssay.
